Screens deposited in PubChem BioAssay by several laboratories.
HUVEC tox TNFa = cytotoxicity in TNFa-stimulated HUVEC, primary screen, cytotoxicity control for VCAM1 expression modulator project, imaging, Hoechst nuclei count; HUVEC TNFalpha-stimulated, Hoechst cell count; cell count reduction, % at 2 µM; 93,000 compounds, 0.17% hits;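 active = cell count reduction exceeding the screen mean by over 5 SD, scaled to untreated wells per plate, cut at about 78% in these data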;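 also: cells counted after 24 h of TNF alpha exposure following the 1 h pretreatment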
Lung fibro prol = antiproliferative effect on LL 47 fibroblasts – human, LL 47 cells, CellTiter-Glo luminescence, primary screen; viability, % at 10 µM; 85,000 compounds, 1.1% hits; AID 719, 2007; LL 47 human lung fibroblast viability, ATP luminescence; active compounds read low;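 active = viability at or below 50% in the single dose screen; inactive = viability above 50%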;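 also: compound exposure lasted 72 h before the ATP readout; 100% = median luminescence of untreated cell-only wells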
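Test system: LL 47 human lung fibroblasts; Quantity: 1,150 cells/well; Buffer or medium: IMEM plus 15% FBS; Dosing: tenfold compound dosing solution, DMSO at 0.1%; Timing: overnight cell rest, 72 h compound treatment at 37 °C; Detection: ATP-based CellTiter-Glo luminescent readout; Read-out basis: viability percentage against median untreated-cell control; Controls: cell-only wells, no compound.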
HUVEC tox IL1B = cytotoxicity in IL-1B stimulated HUVEC, primary screen, cytotoxicity control for IL-1B NFkB translocation project, imaging, Hoechst nuclear count, IL-1B stimulus; HUVEC cell count loss; cell count reduction, % at 2 µM; 94,000 compounds, 0.41% hits; AID 845, 2007;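 active = cell count reduction more than 3 SD above the screen-wide mean, cut at about 70% in these data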;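 also: normalized per plate to untreated control cells as the no-loss baseline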
H69AR inhibit = proliferation blockers of H69AR lung cancer cells, primary screen, cell-based, human, 86K library; viability, % at 10 µM; AID 598, 2007; H69AR lung tumor viability, ATP luminescence, 72 h; active compounds read low; 85,000 compounds, 6% hits;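 active = viability at or below 40%; inactive = viability above 40%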;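 also: multidrug resistant small cell line overexpressing MRP-1 efflux transporter; 100% = mean luminescence of untreated control wells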
PTK2B oligo ant = antagonists of Pyk2 self-association, primary screen, Q293 cells, FERM NanoBiT luminescence, HTS. Protein-tyrosine kinase 2-beta (Homo sapiens), Q14289. active compounds read low. 99,000 compounds, 0.83% hits. AID 1347419, 2020. z-score (the deposit names both 25 µM and 10 µM);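 active = Z-score of -3 or lower, scaled per plate to the spread of control and sample wells; inactive = z-score above -3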;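 also: negative z-score means lost luminescence so less FERM oligomerization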
Target sequence (Q14289 whole entry, looked up): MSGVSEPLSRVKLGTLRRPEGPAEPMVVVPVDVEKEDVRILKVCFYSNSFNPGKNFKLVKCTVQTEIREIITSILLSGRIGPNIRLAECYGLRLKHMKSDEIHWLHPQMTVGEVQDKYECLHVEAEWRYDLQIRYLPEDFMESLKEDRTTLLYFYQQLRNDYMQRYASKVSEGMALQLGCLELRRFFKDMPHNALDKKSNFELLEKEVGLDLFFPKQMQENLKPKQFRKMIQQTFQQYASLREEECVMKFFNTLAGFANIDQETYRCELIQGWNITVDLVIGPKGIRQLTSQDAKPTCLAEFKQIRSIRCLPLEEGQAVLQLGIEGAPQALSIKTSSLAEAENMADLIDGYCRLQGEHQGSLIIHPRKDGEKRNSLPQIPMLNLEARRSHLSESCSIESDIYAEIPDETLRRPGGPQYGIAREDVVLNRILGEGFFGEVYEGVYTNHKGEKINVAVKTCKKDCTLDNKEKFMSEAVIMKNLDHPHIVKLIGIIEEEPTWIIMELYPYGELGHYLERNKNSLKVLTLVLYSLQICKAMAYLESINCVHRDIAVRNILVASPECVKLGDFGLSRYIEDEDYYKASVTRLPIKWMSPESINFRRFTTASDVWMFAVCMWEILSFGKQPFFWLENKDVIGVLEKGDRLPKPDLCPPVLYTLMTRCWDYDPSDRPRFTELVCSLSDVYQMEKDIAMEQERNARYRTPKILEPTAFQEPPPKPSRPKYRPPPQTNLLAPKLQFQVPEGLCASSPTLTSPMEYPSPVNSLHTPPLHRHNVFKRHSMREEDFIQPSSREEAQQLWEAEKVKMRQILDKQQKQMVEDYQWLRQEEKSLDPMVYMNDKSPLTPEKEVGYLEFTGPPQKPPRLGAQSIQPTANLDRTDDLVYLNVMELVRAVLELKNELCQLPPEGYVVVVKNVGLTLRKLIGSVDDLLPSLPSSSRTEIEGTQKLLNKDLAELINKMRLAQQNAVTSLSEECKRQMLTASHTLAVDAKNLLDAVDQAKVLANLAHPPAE
VCAM1 TNFa inh = inhibitors of TNFa-induced VCAM1 expression, primary screen, imaging, HUVEC, TNFa stimulus, immunofluorescence; HUVEC TNFa-induced VCAM-1 immunofluorescence, high-content imaging; inhibition, % at 2 µM; 95,000 compounds, 0.48% hits;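 active = inhibition above the batch mean plus 3 SD, with images confirmed as a hit by eye, cut at about 37% in these data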;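 also: 0% = TNF-stimulated DMSO wells and 100% = unstimulated control wells; not every result past the cut was called active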
HUVEC prolif 384 = inhibitors of HUVEC proliferation, primary screen, cell-based, 384-well; AID 648, 2007; viability, % at 10 µM (by protocol); CellTiter-Glo luminescence, 72 h; active compounds read low; 86,000 compounds, 1.1% hits;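 active = viability at or below 30%; inactive = viability above 30%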;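 also: 100% = median luminescence of DMSO-only cell control wells on each plate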
Smad3 FoxH1 inh = Smad3/FoxH1 peptide binding inhibitors, primary screen, biochemical, TR-FRET; Mothers against decapentaplegic homolog 3 (Homo sapiens), P84022; TR-FRET Smad3/Dy647-FoxH1 peptide binding, europium anti-His; inhibition, % at 25 µM; 88,000 compounds, 0.29% hits; AID 630, 2007;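 active = compounds that reduce the energy-transfer binding signal between the protein and its labelled peptide by more than half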;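 also: 0% = Smad3 plus labelled peptide maximal FRET and 100% = peptide-only background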
F-actin modifier = modifiers of F-actin cytoskeleton organization, primary screen, imaging, HUVEC, phalloidin staining, high-content imaging; HUVEC TNFa F-actin phalloidin imaging; inhibition, % at 2 µM; 91,000 compounds, 0.18% hits; AID 836, 2007;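 active = inhibition above the batch mean plus 3 SD and confirmed as a hit by visual image inspection, cut at about 30% in these data, passing the limit was not always enough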; also: strong numbers were not always called active
Numbers without * were called inactive; nt = no result given; [ ] = another dose, or the depositor's remark.

mol,HUVEC tox TNFa,Lung fibro prol,HUVEC tox IL1B,H69AR inhibit,PTK2B oligo ant,VCAM1 TNFa inh,HUVEC prolif 384,Smad3 FoxH1 inh,F-actin modifier
CC1(C)C(=O)N(OCc2ccccc2)C(C)(C)C(=O)N1OCc1ccccc1,nt,97,-5,94,0.45,-15,106,25,2
CCCOc1ccccc1N1C(=O)CC(N2CCOCC2)C1=O (stereo not drawn),13,96,-21,77,0.45,-3,88,-5,0
CC(CCO)Nc1nc2c(c(=O)n(C)c(=O)n2C)n1Cc1cccc(Br)c1 (stereo not drawn),7,104,21,97,0.62,-6,97,-13,1
CCOC(=O)C1=C(c2cccc(F)c2)NC(=S)NC1C (stereo not drawn),-16,nt,24,nt,-0.47,6,nt,nt,16
Cc1ccc(-c2nnn(CC(=O)N(c3ccccc3)C(C(=O)NC(C)(C)C)c3cccs3)n2)o1 (stereo not drawn),nt,90,-35,98,0.08,6,79,3,9
Cc1ccc(C)c(N=C2CCCN2Cc2ccccc2)c1C#N,3,99,10,82,-1,-4,109,7,0
CCOC(=O)c1ccc(Nc2ccc(-c3ccc(OC)c(OC)c3)nn2)cc1,-13,98,-28,32*,0.4,-14,56,1[fluorescence artefact?],-24
COc1cccc(-c2nnc(-c3ccc(C(F)(F)F)cc3)o2)c1,3,99,-24,89,0.38,2,112,0,7
Cc1nc(SCC(=O)Nc2cc(C)on2)c2c3c(sc2n1)CCCC3,-21,95,6,94,0.82,24,76,2,12
Cc1cc(Cl)ccc1OCCCC(=O)Nc1cccnc1,-13,97,-39,82,0.88,-4,107,1,nt
COc1cc2c(cc1NC(=O)C(C)N1CCN(S(=O)(=O)c3ccccc3[N+](=O)[O-])CC1)oc1ccccc12 (stereo not drawn),-33,nt,10,nt,1,-16,nt,nt,0
Cc1c(Cl)c(C(=O)NC2C3CC4CC(C3)CC2C4)nn1C (stereo not drawn),1,87,-69,99,0.24,25,95,-5,6
Cn1nc(C(=O)NCc2ccccc2)c2ccccc2c1=O,-26,96,1,89,0.9,3,94,6,21
CCOc1ccc(Nc2nc(Cc3nnc(SCC(=O)NCc4ccco4)n3CC)cs2)cc1,0,92,10,71,0.27,16,62,5,nt
Cc1ccc(S(=O)(=O)/N=C(/NC(=S)Nc2cccc(C)c2)c2ccccc2)cc1,-4,nt,3,nt,-0.63,30,nt,nt,-14
COc1ccc(-c2cc(-c3ccc(Br)cc3)nc3ncnn23)cc1OC,-17,86,-2,67,0.24,13,80,-42,-1
O=C1c2ccccc2CCC1C(O)c1ccccn1 (stereo not drawn),-10,88,20,84,-0.06,-4,98,9,0
CC(NC(=O)OC(C)(C)C)C(=O)Oc1ccc2ccc(=O)oc2c1 (stereo not drawn),-32,102,-11,96,0.46,-29,97,-2,22
Cc1cccc(NC(=O)C2(c3ccccc3)CC2(Cl)Cl)c1 (stereo not drawn),-11,nt,-14,nt,-2,13,nt,nt,14
COC(=O)c1sc(=S)n(-c2cc(F)ccc2F)c1N,-25,87,-17,104,1.5,-30,97,2,32
COc1ccc(-c2noc(Cc3ccc(Cl)cc3)n2)cc1OC,45,99,-11,89,nt,14,106,-11,-11
Cc1ccc(CNC(=O)c2ccc(Cl)cc2[N+](=O)[O-])cc1,-22,nt,-6,nt,0.35,-3,nt,nt,14
CCOC(=O)c1sc(Nc2ccc(C)cc2C)nc1C,1,85,-4,85,-2.8,4,102,-6,-10
CC1(C)C(=O)C2(CCCCC2)C(=O)OC1c1ccc(O)cc1 (stereo not drawn),0,94,-25,93,-2.1,3,95,-10,10
CSc1nc(-c2ccco2)cc(C(F)(F)F)c1C#N,0,97,11,89,-0.16,-20,91,-1,2
CN(C)S(=O)(=O)c1ccc(S(=O)(=O)N(Cc2ccco2)Cc2ccccc2Cl)cc1,-4,80,-26,40*,-0.75,33,94,9,-1
O=C(c1cccc(F)c1)N1CCN(c2cccc(Cl)c2)CC1,-29,72,-2,18*,0.62,17,65,0,1
O=C(O)CC1S/C(=N/N=C/c2ccc(-c3ccccc3[N+](=O)[O-])o2)NC1=O (stereo not drawn),-8,100,7,81,-0.18,8,95,34,4
CC(=O)OC1CCC2(C)C(COc3ccc4ccc(=O)oc4c3)C(C)(O)CCC2C1(C)C (stereo not drawn),-3,nt,37,nt,-3.3*,-4,nt,nt,-6
O=C(CCN1C(=O)COc2ccccc21)NCc1cccnc1,3,nt,-13,nt,0.79,-12,nt,nt,3
CCn1nccc1C(=O)Nc1ccc(Cl)cc1Cl,-15,96,4,97,0.62,0,101,6,2
O=C(Nc1ccc(Cl)cc1C(=O)NCCN1CCOCC1)c1ccco1,-15,101,-9,89,-0.57,1,90,-10,0
O=C1CC(c2ccco2)c2ccc3ccccc3c2N1 (stereo not drawn),-24,88,2,79,1.2,0,86,10,-10
CCOc1ccc(OCC)c(S(=O)(=O)NCCCN2CCOCC2)c1,-13,nt,-13,nt,0.83,10,nt,nt,31
COc1ccc(C(=O)Nn2c(SCC(=O)NCc3ccccc3)nc3ccccc3c2=O)cc1,-3,97,6,97,-1.2,16,83,9,-12
COc1ccsc1C(=O)N1CCN(Cc2ccc3c(c2)OCO3)CC1,-1,97,8,97,-0.49,9,111,3,-10
Cc1cc2c(ncn2Cc2ccccc2)c(NS(C)(=O)=O)c1C,-17,nt,-30,nt,0.62,12,nt,nt,-12
CSc1ccc(CCNC(=O)CSc2ccsc2[N+](=O)[O-])cc1,-2,nt,-53,nt,-0.43,1,nt,nt,11
COc1ccc(CCNC(=O)NC2CCCCC2)cc1,-2,95,-152,91,-0.46,8,99,2,17
COc1ccc2[nH]c3nc(SC(C)C)nnc3c2c1,-24,119,-8,92,0.37,5,93,-3,-10
CCCc1nc(SCC(=O)NCc2ccc3c(c2)OCO3)c2c(=O)n(C)c(=O)n(C)c2n1,nt,102,nt,13*,nt,nt,50,1[fluorescence artefact?],nt
COc1ccc(CC(=O)N2CCCc3ccccc32)cc1,17,105,8,86,0.42,-8,103,-15,8
Cc1cccc(NC(=O)c2cc3ccccc3c(=O)o2)n1,nt,104,nt,81,nt,nt,99,13,nt
CCc1ccccc1S(=O)(=O)Cc1ccc(C(=O)N2CCN(c3ccccc3OC)CC2)o1,11,93,30,67,nt,5,80,-7,4
COc1cccc(/C=C2/SC(=O)N(CC(=O)N3CCc4ccccc4C3)C2=O)c1OCC(=O)O,-10,nt,14,nt,-0.69,-13,nt,nt,-10
CC(=O)c1ccc(OCC(O)CN2CCN(Cc3ccccc3)CC2)cc1 (stereo not drawn),nt,95,nt,91,nt,nt,99,3,nt
O=C(NC(C(=O)c1ccccc1)N1CCOCC1)c1cccs1 (stereo not drawn),8,97,-64,96,0.34,19,90,4,-2
COc1ccc(C(=O)O)cc1S(=O)(=O)NCCCN1CCCC1=O,-14,96,-41,99,-0.47,11,99,13[fluorescence artefact?],-20
CCc1nc(CNC(=O)c2cc(OC)c(OC)c(OC)c2)no1,-23,99,-4,96,1,10,102,1[fluorescence artefact?],24
O=C1C(Cl)=C(N2CCN(Cc3ccccc3)CC2)C(=O)N1Cc1ccccc1,-1,100,-11,91,0.2,10,100,-14,2

Going on with the list:
mol,HUVEC tox TNFa,Lung fibro prol,HUVEC tox IL1B,H69AR inhibit,PTK2B oligo ant,VCAM1 TNFa inh,HUVEC prolif 384,Smad3 FoxH1 inh,F-actin modifier
N#Cc1cc2c(nc1SCc1cccc(Cl)c1)CCCCC2,-8,98,-17,82,-1.3,0,124,-2,-39
CCCCNC(=O)CSc1nc2ccc(NC(=O)CSc3nnc(COc4ccccc4C)n3C)cc2s1,-21,nt,-3,nt,1.3,4,nt,nt,0
O=C(CSc1nc2cc(Cl)ccc2o1)NCCc1ccccc1,5,98,-17,93,-0.03,17,108,2,9
O=C(NCc1ccco1)c1cc(-c2ccc(F)cc2)on1,-3,94,-7,108,-0.76,-6,106,1,-8
COc1cc2[nH]c(=O)n(CCC(=O)NCc3cccnc3)c(=O)c2cc1OC,nt,97,nt,93,0.13,nt,95,11,nt
CC(C)OCCCNC(=O)C1CC(=O)N(C2CCCCCCC2)C1 (stereo not drawn),-46,105,-18,93,0.77,-29,91,-3,2
COc1cccc(CNC(=O)C2CCN(S(=O)(=O)N3CCCCC3)CC2)c1,-2,109,-5,103,0.34,3,101,9,16
Cc1cc(NC(=O)COC(=O)C2CCN(S(=O)(=O)c3c(Cl)cccc3Cl)CC2)no1,-60,101,-2,100,-0.89,6,98,-10,nt
CC(C)CC1(C)NC(=O)N(CCN2C(=O)c3ccccc3C2=O)C1=O (stereo not drawn),-6,100,-20,103,-0.47,4,95,-1[fluorescence artefact?],11
COCCCNC(=O)c1ccc(CS(=O)(=O)c2ccc(Br)cc2)o1,nt,99,nt,101,nt,nt,98,-1,nt
CCCOC(=O)c1ccc2c(c1)C(=O)N(c1ccccc1)C2=O,15,102,-5,99,-0.96,-15,85,-9,-22
CCCn1nc2cc(C(=O)NCc3ccc(C)cc3)ccc2c1OCC,7,nt,-17,nt,nt,4,nt,nt,-7
Cc1nnc(NC(=O)c2cccc(S(=O)(=O)N3CCc4ccccc43)c2)s1,12,nt,-1,nt,-2.2,7,nt,nt,-15
CN(NC(N)=O)c1ncc(C(F)(F)F)cc1Cl,-39,nt,-25,nt,0.02,7,nt,nt,40
CCn1c(SCc2ccc(C(=O)Nc3cc(C)cc(C)c3)cc2)nnc1-c1ccncc1,-5,nt,-19,nt,-1.1,3,nt,nt,12
O=C(CSc1nnc(CNC(=O)c2ccccc2F)o1)Nc1ccc2c(c1)OCCO2,-1,92,5,72,-0.17,30,105,-8,-9
Cc1cc(Nc2ccc(F)c(Cl)c2)n2nc(C)nc2n1,nt,103,nt,73,nt,nt,98,4,nt
CCCc1cc(N2CCCC(C(=O)NCC)C2)n2ncnc2n1 (stereo not drawn),-28,97,-6,80,0.24,4,97,-1,-10
c1ccc2c(N3CCCCC3)nnc(N3CCCCC3)c2c1,-2,nt,13,nt,nt,18,nt,nt,8
COC(=O)c1ccc(Cn2c(CN3CCOCC3)nc3ccccc3c2=O)o1,-19,92,-6,81,-0.66,-6,101,0,12
Cc1cccc(-n2c(SCC(=O)N3CCCC3)nnc2-c2ccccn2)c1C,16,96,18,89,-0.19,12,96,2,-25
CCn1cc(C(=O)N2CC(C)CC(C)C2)c(=O)c2cc(S(=O)(=O)N(C)C)ccc21 (stereo not drawn),nt,90,nt,96,nt,nt,105,7,nt
CCOC(=O)c1sc(NC(=O)CSc2nc(C)cc(C(F)(F)F)n2)c(C#N)c1C,-1,99,11,64,0.62,-4,88,8,-16
Cc1ccc2cc(C(c3nnnn3CC3CCCO3)N3CCCC4(CCCCC4)C3)c(=O)[nH]c2c1 (stereo not drawn),5,94,-8,67,0.23,-12,107,-6,-14

Some of the compounds tested; the hit share may differ from the screen's.
